ANO1 activ = activators or potentiators of mouse TMEM16A chloride channel; Q8BHY3; HEK293 TMEM16A/YFP-H148Q/I152L, iodide quench fluorescence; hits give low values; B-score at 10 µM; hit rate 0.3% among 340,000; AID 623877;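 active means fluorescence-ratio B-score plate-corrected deviation score at least 3 library SD below zero, with starting fluorescence score within 5 deviations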;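 further: channel opened by trigger with iodide after compound preincubation; score built on the fluorescence ratio of max minus min over baseline; more negative score means more quench and so TMEM16A activation or potentiation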
Calls only.

For COC(=O)C1=C(c2ccc(OCc3ccccc3)cc2)C[C@@H]2CC[C@H]1N2C(=O)NCc1cccc(C(F)(F)F)c1 the results were ANO1 activ inactive.
CCC1C2Cc3ccc(O)cc3C1(CC)CCN2C (stereo not given) was read as ANO1 activ inactive.
`CCC1CN1P(=O)(c1ccccc1)N1CC1CC` (stereo not given) gave ANO1 activ inactive.
Cc1ccc2c(c1N)C(=O)c1ccccc1C2=O was read as ANO1 activ inactive.
For COC(=O)C1=C(c2ccc(OC(F)(F)F)cc2)C[C@@H]2CC[C@H]1N2C(=O)NCCNC(C)=O the results were ANO1 activ inactive.
`CC1CNCCN1c1ccc(Cl)cc1` (stereo not given) gave ANO1 activ inactive.
For CC12C(C(=O)O)C1(c1ccccc1)C2C(=O)O (stereo not given) the results were ANO1 activ inactive.
COc1cc2c(cc1OC)C13CCN4CC5=CCOC6CC(=O)N2C1C6C5C3C4 (stereo not given) (tested in a mixture with another compound) was read as ANO1 activ inactive.
For CN1CCN(c2ncnc(Cl)c2N)CC1 the results were ANO1 activ inactive.
Screening CCOC(=O)CC(SP1(=S)OCC2(CCCCO2)C(C2CCCCO2)O1)C(=O)OCC (stereo not given) returned ANO1 activ inactive.
`O=C1NC(=O)C(Cc2ccccc2)(Cc2ccccc2)C(=O)N1Cc1ccccc1` gave ANO1 activ inactive.
COC(=O)C1=C(c2ccc(OC(F)(F)F)cc2)C[C@@H]2CC[C@H]1N2C(=O)NCc1ccc(F)cc1 was read as ANO1 activ inactive.
For CCOC(=O)c1cnc(SCc2ccc(Cl)c(Cl)c2)nc1N1CC1 the results were ANO1 activ inactive.
For COC(=O)C1=C(c2ccc(F)cc2F)C[C@@H]2CC[C@H]1N2C(=O)NCc1ccc2c(c1)OCO2 the results were ANO1 activ inactive.
Screening COc1cc(C2c3cc4c(cc3CC3COC(=O)C32)OCO4)cc(OC)c1O (stereo not given) returned ANO1 activ inactive.
CC1CCN(C(CC(=O)c2ccccc2)C(=O)c2ccccc2)CC1 (stereo not given) was read as ANO1 activ inactive.
`COc1c(O)cc2c(c1OC)-c1ccc(SC)c(=O)cc1C(NC(C)=O)CC2` (stereo not given) gave ANO1 activ inactive.
For COC(=O)C1=C(c2ccc(F)cc2OCc2ccccc2)C[C@@H]2CC[C@H]1N2C(=O)NCc1ccc(Cl)cc1 the results were ANO1 activ inactive.
`O=C(O)C(Br)CBr` (stereo not given) gave ANO1 activ inactive.
For Cc1cc(C)c(C)c(C(O)(C(=O)O)c2ccccc2)c1C (stereo not given) the results were ANO1 activ inactive.
For COC(=O)C1C(C(=O)O)C2(Cl)C(Cl)=C(Cl)C1(Cl)C2(Cl)Cl (stereo not given) the results were ANO1 activ inactive.
O=C(CCC(=O)N1C[C@H]2C[C@@H](C1)c1cccc(=O)n1C2)NCc1ccccc1C(F)(F)F was read as ANO1 activ inactive.
`CC(=O)N[C@@H]1CC[C@@]2(O)[C@H]3Cc4ccc(O)c5c4[C@@]2(CCN3CC2CC2)[C@@H]1O5` gave ANO1 activ inactive.
Screening COC(=O)C1=C(c2ccc(OC)c(OC)c2)C[C@@H]2CC[C@H]1N2C(=O)NC1CCCCC1 returned ANO1 activ inactive.
`O=C(O)C1CC2(Cl)C(Cl)=C(Cl)C1(Cl)C2(Cl)Cl` (stereo not given) gave ANO1 activ inactive.
O=C1C2(Cl)C3(Cl)C4(Cl)C(Cl)(Cl)C5(Cl)C3(Cl)C1(Cl)C5(Cl)C24Cl (stereo not given) was read as ANO1 activ inactive.
For C=CCCC1(C(C)C)C(=O)NC(=S)NC1=O the results were ANO1 activ inactive.
For COc1cc(-c2ccc(N)c(OC)c2)ccc1N the results were ANO1 activ inactive.
For C[C@]12CCC3C(CC[C@H]4C[C@@H](O)[C@H](O)C[C@]34C)C1CC[C@@H]2O (stereo not given in full) the results were ANO1 activ inactive.
`CCN(CC)CCO` gave ANO1 activ inactive.
Screening O=C1NC(=S)NC(=O)C1=Cc1cccc2cc3ccccc3cc12 returned ANO1 activ inactive.
`COC(=O)C1=C(c2ccccc2OCc2ccccc2)C[C@@H]2CC[C@H]1N2C(=O)NCc1ccc(OC)cc1` gave ANO1 activ inactive.
For COC(=O)C1=C(c2ccccc2OCc2ccccc2)C[C@@H]2CC[C@H]1N2C(=O)NCc1ccc([N+](=O)[O-])cc1 the results were ANO1 activ inactive.
Screening C[C@]12CCC3C(CC[C@H]4[C@H](O)[C@H](O)CC[C@]34C)C1CCC2=O (stereo not given in full) returned ANO1 activ inactive.
For CC(C)CC(N(C)C)C1(c2ccc(Cl)cc2)CCC1 (stereo not given) the results were ANO1 activ inactive.
CC(=O)OC1(C)CC(C)C(=O)C(C(O)CC2CC(=O)NC(=O)C2)C1 (stereo not given) was read as ANO1 activ inactive.
Screening COc1ccc(CC2NCC(O)C2OC(C)=O)cc1 (stereo not given) returned ANO1 activ inactive.
`CNC(=O)Oc1ccccc1OC(C)C` gave ANO1 activ inactive.
CN(C)C1(CNC(=O)c2ccc(NS(=O)(=O)c3ccc(Cl)c(Cl)c3)cc2)CCCCC1 was read as ANO1 activ inactive.
COC(=O)C1=C(c2ccc(OC(F)(F)F)cc2)C[C@@H]2CC[C@H]1N2C(=O)NC1Cc2ccccc2C1 was read as ANO1 activ inactive.

Retrieved by structure from the entries so far:
CN(C)C1(CNC(=O)c2ccc(NS(=O)(=O)c3ccc(Cl)c(Cl)c3)cc2)CCCCC1 was read as ANO1 activ inactive.
COC(=O)C1=C(c2ccc(OC(F)(F)F)cc2)C[C@@H]2CC[C@H]1N2C(=O)NC1Cc2ccccc2C1 was read as ANO1 activ inactive.

Returning to the listing, starting 6 compounds before the break.
For CC(C)CC(N(C)C)C1(c2ccc(Cl)cc2)CCC1 (stereo not given) the results were ANO1 activ inactive.
CC(=O)OC1(C)CC(C)C(=O)C(C(O)CC2CC(=O)NC(=O)C2)C1 (stereo not given) was read as ANO1 activ inactive.
Screening COc1ccc(CC2NCC(O)C2OC(C)=O)cc1 (stereo not given) returned ANO1 activ inactive.
`CNC(=O)Oc1ccccc1OC(C)C` gave ANO1 activ inactive.
CN(C)C1(CNC(=O)c2ccc(NS(=O)(=O)c3ccc(Cl)c(Cl)c3)cc2)CCCCC1 was read as ANO1 activ inactive.
COC(=O)C1=C(c2ccc(OC(F)(F)F)cc2)C[C@@H]2CC[C@H]1N2C(=O)NC1Cc2ccccc2C1 was read as ANO1 activ inactive.
`CN1CC[C@@]2(C)c3cc(O)ccc3N(C)[C@@H]12` gave ANO1 activ inactive.
Screening ClCCOCCCl returned ANO1 activ inactive.
COC(=O)C1=C(c2ccc(OC)c(OC)c2)C[C@@H]2CC[C@H]1N2C(=O)NCC1CC1 was read as ANO1 activ inactive.
`C[C@]12CCC3C(CC[C@H]4C[C@@H](O)CC[C@]34C)C1C[C@@H](O)[C@@H]2O` (stereo not given in full) gave ANO1 activ inactive.
For COC1C(O)C(C)OC(OC2CCC3(C)C(CCC4C3C(O)CC3(C)C(C5=CC(=O)OC5)CCC43O)C2)C1O (stereo not given) the results were ANO1 activ inactive.
`C[C@]12CCC3C(CC[C@H]4C[C@@H](O)CC[C@]34C)C1C/C(=N/O)[C@@H]2O` (stereo not given in full) gave ANO1 activ inactive.
Screening COc1ccc(NP2(=O)NCCCN2)cc1 returned ANO1 activ inactive.
Screening COc1ccc(S(=O)(=O)N2CCOCC2)cc1NC(=O)COC(=O)Cc1ccccc1 returned ANO1 activ inactive.
Screening O=C1NC(=S)N(c2ccc(F)cc2)C(=O)/C1=C\c1ccoc1 returned ANO1 activ inactive.
COC(=O)C1=C(c2c(C)noc2C)C[C@@H]2CC[C@H]1N2C(=O)NCCOc1ccc(OC)cc1 was read as ANO1 activ inactive.
COc1cc2c(c(OC)c1O)-c1ccc(OC)c(=O)cc1C(NC(=O)C(F)(F)F)CC2 (stereo not given) was read as ANO1 activ inactive.
`Nc1ccc(Sc2ccc(N)cc2)cc1` gave ANO1 activ inactive.
`COC(=O)C1=C(c2ccc(C(C)=O)cc2)C[C@@H]2CC[C@H]1N2C(=O)NCCNC(C)=O` gave ANO1 activ inactive.
Screening CNC1(c2ccccc2Cl)CCCCC1=O (stereo not given) returned ANO1 activ inactive.
`CC12CCC3c4ccc(OC(=O)N(CCCl)CCCl)cc4CCC3C1CCC2O` (stereo not given) gave ANO1 activ inactive.
`CNC(=O)Oc1cc2c(cc1C(C)(C)C)CCC2` gave ANO1 activ inactive.
`COC(=O)C1=C(c2ccc(F)cc2F)C[C@@H]2CC[C@H]1N2C(=O)NCCOc1ccc(OC)cc1` gave ANO1 activ inactive.
Screening S=C(N1CCCCCC1)N1CC1 returned ANO1 activ inactive.
Screening Cc1cc(OCC(=O)N2CCN(CC(=O)N3CCOCC3)CC2)c(C(C)C)cc1Cl returned ANO1 activ inactive.
`COC(=O)C1=C(c2cccc(C#N)c2)C[C@@H]2CC[C@H]1N2C(=O)NC1CC1` gave ANO1 activ inactive.
For N#C/C(=C\c1ccc(O)cc1)C(=O)O the results were ANO1 activ inactive.
`CCN(C(=O)COC(=O)Cc1ccccc1)c1c(N)n(Cc2ccccc2)c(=O)[nH]c1=O` gave ANO1 activ inactive.
Screening C[C@]12CCC3C(CC[C@H]4C[C@H](O)[C@H](O)C[C@]34C)C1CC[C@@H]2O (stereo not given in full) returned ANO1 activ inactive.
`Cn1cc(C(=O)OCC(=O)NC2(C#N)CCCCC2)c2ccccc21` gave ANO1 activ inactive.
Screening CC1=C(C)CC2(CC1)C(=O)NC(=O)NC2=O returned ANO1 activ inactive.
`COC(=O)C1=C(c2ccc(F)cc2F)C[C@@H]2CC[C@H]1N2C(=O)NCCO` gave ANO1 activ inactive.
`C=C(C)C1(CCCC)C(=O)NC(=S)NC1=O` gave ANO1 activ inactive.
Screening BrCC(Br)C1CCC(Br)C(Br)C1 (stereo not given) returned ANO1 activ inactive.
For COC(=O)C1=C(c2cccc(OCc3ccccc3)c2)C[C@@H]2CC[C@H]1N2C(=O)NCCOc1ccccc1Cl the results were ANO1 activ inactive.
For Cc1ccc2c(C)c3ccc4ccccc4c3c[n+]2c1 the results were ANO1 activ inactive.
`COC(=O)C1=C(c2cccc(C#N)c2)C[C@@H]2CC[C@H]1N2C(=O)N1CCOCC1` gave ANO1 activ inactive.
For COc1cccc2c1cc([N+](=O)[O-])c1c(C(=O)O)cc3c(c12)OCO3 the results were ANO1 activ inactive.
Cc1cc(-c2cc(C)c(N)c(C)c2)cc(C)c1N was read as ANO1 activ inactive.
`C[C@]12CCC3C(CC[C@H]4[C@H](O)[C@H](O)CC[C@]34C)C1CC[C@@H]2O` (stereo not given in full) gave ANO1 activ inactive.
`COC(=O)[C@@H](c1ccccc1)C1CCCCN1` (stereo not given in full) gave ANO1 activ inactive.
`COCCNC(=O)N1[C@H]2CC[C@@H]1C(C(=O)OC)=C(c1ccc(-c3ccccc3)c(F)c1)C2` gave ANO1 activ inactive.
Screening COC(=O)C1=C(c2ccc(-c3ccccc3)c(F)c2)C[C@@H]2CC[C@H]1N2C(=O)NCCOc1ccccc1Cl returned ANO1 activ inactive.
For COC(=O)C1=C(c2ccc(C(C)=O)cc2)C[C@@H]2CC[C@H]1N2C(=O)N1CCCC1 the results were ANO1 activ inactive.
CN(CC=CCN(C)P(=S)(N1CC1)N1CC1)P(=S)(N1CC1)N1CC1 was read as ANO1 activ inactive.
Screening COC(=O)C1=C(c2ccc(OC(F)(F)F)cc2)C[C@@H]2CC[C@H]1N2C(=O)NCc1cccc2ccccc12 returned ANO1 activ inactive.

Filtered by structure: the compounds so far with a CF3 group.
For COC(=O)C1=C(c2ccc(OCc3ccccc3)cc2)C[C@@H]2CC[C@H]1N2C(=O)NCc1cccc(C(F)(F)F)c1 the results were ANO1 activ inactive.
For COC(=O)C1=C(c2ccc(OC(F)(F)F)cc2)C[C@@H]2CC[C@H]1N2C(=O)NCCNC(C)=O the results were ANO1 activ inactive.
COC(=O)C1=C(c2ccc(OC(F)(F)F)cc2)C[C@@H]2CC[C@H]1N2C(=O)NCc1ccc(F)cc1 was read as ANO1 activ inactive.
O=C(CCC(=O)N1C[C@H]2C[C@@H](C1)c1cccc(=O)n1C2)NCc1ccccc1C(F)(F)F was read as ANO1 activ inactive.
COC(=O)C1=C(c2ccc(OC(F)(F)F)cc2)C[C@@H]2CC[C@H]1N2C(=O)NC1Cc2ccccc2C1 was read as ANO1 activ inactive.
COc1cc2c(c(OC)c1O)-c1ccc(OC)c(=O)cc1C(NC(=O)C(F)(F)F)CC2 (stereo not given) was read as ANO1 activ inactive.
Screening COC(=O)C1=C(c2ccc(OC(F)(F)F)cc2)C[C@@H]2CC[C@H]1N2C(=O)NCc1cccc2ccccc12 returned ANO1 activ inactive.

The results go on.
`CC(=O)OC1C(=O)OCC23CCC4(C)OC4C2OC2CC(OC(=O)C=CC=CC(=O)OCCC1C)C3(C)C21CO1` (stereo not given) gave ANO1 activ inactive.
For CCOC(=O)[C@]12Cc3ccccc3[C@H]1N(Cc1ccccc1)C(=O)c1ccccc12 the results were ANO1 activ inactive.
`CCSC(=O)N1CCCCCC1` gave ANO1 activ inactive.
`C[C@]12CCC3C(CC[C@H]4C[C@@H](O)CC[C@]34C)C1CC[C@@H]2OC(=O)[C@H](N)CCCCN` (stereo not given in full) gave ANO1 activ inactive.
Screening N[C@@H]1CC[C@@]2(O)[C@H]3Cc4ccc(O)c5c4[C@@]2(CCN3CC2CC2)C1O5 (stereo not given in full) returned ANO1 activ inactive.
`Nc1nc(N)c2cnnn2n1` gave ANO1 activ inactive.
For O=[N+]([O-])CCO the results were ANO1 activ inactive.
CCCNC(=O)N1[C@H]2CC[C@@H]1C(C(=O)OC)=C(c1ccc(C(C)=O)cc1)C2 was read as ANO1 activ inactive.

Screening data (PubChem BioAssay)

A portion of the library; rates above refer to the full screens.
